IL2 activator: activators of IL-2. IL-2 activation reporter assay, cell-based qHTS; stimulated with anti-CD3/CD4/CD28 beads; in transgenic mouse T cells. activation, % (series mostly up to about 46 µM). hit rate 0.065% among 360,000; in the data active means activation above about 50%; inconclusive means mostly about 30% to 49%; further: 0% is about no effect
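First, unstimulated transgenic mouse T cells were exposed to compound for 60 min. Next, anti-CD3/anti-CD4-coated beads with anti-CD28 were added. Finally, after 18 h at 37 degrees C, EGFP and DsRed were imaged.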
GLP1R ag: agonists of human GLP-1 receptor. HEK293 GLP-1R CRE-luciferase, luminescence, 4-6 h; cells express a hypersensitive GLP-1R form. Potency, µM (series often up to 45.6 µM), inactives show at the highest dose activation, actives largely listed as activators. hit rate 0.007% among 380,000. AID 624172; further: potency means the concentration at half of the fitted maximal effect; % of control where 0% means no effect
PTHR1 agonist: PTHR1 (human) receptor agonism; hit rate 0.075% among 410,000; Q03431; Potency, µM (top dose mostly 115 µM), without a hit: at the top dose activation, actives largely listed as activators; HEK293 GP2 PTHR1 cells, GloSensor cAMP luminescence, 1 h; further: potency means the concentration at half of the fitted maximal effect; nearly all actives have a fitted effect of over 55% in size; some results filed as inactive show a strong effect at the top dose; inactives centre near -15; many of its hits are not listed in these tables
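HEK-293-derived GP2 cells expressing PTHR1 and a GloSensor cAMP reporter, 3,000/well, plated overnight, given luciferin plus IBMX (each 0.5 mM as added) for 1 h at 37 °C, then compound for 1 h at 37 °C. Luminescence was read after 15 min at room temperature.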
PLK1 PBD inh: PLK1 (human) polo-box domain binding inhibition; Potency, µM, for inactives: max response, negative = inhibition, most hits filed as inhibitors; AID 720504; hit rate 2.8% among 360,000; Plk1 PBD binding of FITC phosphopeptide, fluorescence polarization; further: potency means the concentration at half of the fitted maximal effect; series mostly up to about 57 µM; on the % scale 0 is the no-effect control and ±100 the full control effect; nearly all actives have a fitted effect of over 65% in size
EPAC1 agonist: activates human EPAC1 exchange factor. O95398. EPAC1 agonist qHTS, biochemical assay; response scale: 100% = response to 6.5 mM cAMP. Potency, µM (top dose mostly 154 µM), without a hit: at the highest dose activation, hits mostly activators. hit rate 0.073% among 360,000; further: potency means the concentration at half of the fitted maximal effect; nearly all actives have a fitted effect of over 60% in size
Target sequence (O95398 whole entry, looked up): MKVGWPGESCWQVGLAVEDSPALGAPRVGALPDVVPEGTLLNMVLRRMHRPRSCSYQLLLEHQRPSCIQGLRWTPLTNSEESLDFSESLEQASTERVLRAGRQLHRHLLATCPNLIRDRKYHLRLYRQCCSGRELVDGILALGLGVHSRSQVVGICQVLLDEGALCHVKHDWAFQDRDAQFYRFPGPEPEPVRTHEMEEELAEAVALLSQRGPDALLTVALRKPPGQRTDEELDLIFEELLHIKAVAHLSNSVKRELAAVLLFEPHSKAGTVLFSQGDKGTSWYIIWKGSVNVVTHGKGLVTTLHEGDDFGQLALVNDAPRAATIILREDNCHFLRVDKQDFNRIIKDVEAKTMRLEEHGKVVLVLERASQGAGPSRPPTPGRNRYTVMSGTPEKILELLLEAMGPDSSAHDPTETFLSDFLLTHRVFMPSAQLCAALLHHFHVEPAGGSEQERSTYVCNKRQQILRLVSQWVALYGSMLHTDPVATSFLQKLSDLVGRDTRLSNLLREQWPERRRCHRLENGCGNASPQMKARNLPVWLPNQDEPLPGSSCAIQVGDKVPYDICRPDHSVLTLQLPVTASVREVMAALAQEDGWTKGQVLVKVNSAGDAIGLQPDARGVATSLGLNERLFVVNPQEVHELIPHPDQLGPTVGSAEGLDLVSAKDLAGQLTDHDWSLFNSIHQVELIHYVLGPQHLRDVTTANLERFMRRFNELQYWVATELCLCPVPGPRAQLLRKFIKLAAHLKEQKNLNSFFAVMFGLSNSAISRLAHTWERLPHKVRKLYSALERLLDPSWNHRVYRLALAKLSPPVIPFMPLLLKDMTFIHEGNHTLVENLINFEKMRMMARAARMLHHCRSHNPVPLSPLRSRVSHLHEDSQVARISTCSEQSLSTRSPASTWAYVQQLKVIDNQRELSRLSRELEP
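Multi-concentration qHTS readout: loss of Rap1B-bound BODIPY-GDP fluorescence driven by 100 nM EPAC1 with excess GDP (50 uM), monitored kinetically at room temperature; agonist response expressed relative to 6.5 mM cAMP.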
EPAC1 antagonist: blocks human EPAC1 exchange factor; O95398; EPAC1 GEF assay, Rap1b-BODIPY-GDP exchange fluorescence; Potency, µM (highest dose often 115 µM), for the others: at the highest dose activity change, negative = inhibition, most hits filed as inhibitors; hit rate 0.14% among 360,000; AID 720709;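 further: potency means the concentration at half of the fitted maximal effect; plate controls were vehicle for no effect and positive control for full effect; nearly all actives have a fitted effect of over 50% in size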
HEK293 tox: cytotoxic in the GLP-1 receptor inverse agonist counter-screen; HEK293 cAMP-luciferase reporter cells, luminescence, 24 h; Potency, µM (titrated, usually from 38.3 µM), for inactives: at the top dose activity change, negative = inhibition, actives largely listed as inhibitors; hit rate 0.13% among 410,000; AID 624418;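 further: loss of luciferase light is scored as toxicity; potency means the concentration at half of the fitted maximal effect; on the % scale 0 is the no-effect control and ±100 the full control effect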
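Seeding density was 200 cells/uL; after overnight-length (12 h) culture, 23 nL compounds went on for 24 h at 37 °C. Readout used a luciferase detection reagent, luminescence taken after 12 min at room temperature.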
GLP-1R inv ag: inverse agonists of human GLP-1 receptor | P43220 | HEK293 GLP-1R CRE-luciferase, luminescence, 24 h; GLP-1R form is constitutively active | Potency, µM (series often up to 38.3 µM), for inactives: top-dose activity change, negative = inhibition, actives largely listed as inhibitors | hit rate 1.6% among 410,000; further: potency means the concentration at half of the fitted maximal effect; on the % scale 0 is the no-effect control and ±100 the full control effect; nearly all actives have a fitted effect of over 55% in size
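Seeding at 200 cells/uL, 12 h culture, 24 hr compound treatment, then luciferase reagent and a luminescence read; cells are HEK293 stably expressing a constitutively active GLP-1R plus cAMP-responsive luciferase.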
PI5P4Ka inh: inhibitors of human PI5P4K alpha. max response, %. PI5P4Kalpha enzyme, ADP-Glo luminescence, 60 min; stronger effect = lower value. P48426. hit rate 1.2% among 330,000; active means max response of -50% or lower; inconclusive means between -30% and -50%; inactive means -30% or higher; further: value at the top dose of about 77 µM; on the % scale 0 is the no-effect control and ±100 the full control effect
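Compounds were pin-transferred onto PI5P4Kalpha and substrate in HEPES pH 7.4 buffer with EGTA, CHAPS and 5% DMSO. ATP (5 microM final) started the reaction, which ran 60 minutes at room temperature before ADP-Glo detection.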
Active calls of the source: *; i = inactive; ? = inconclusive; . = no result given; [ ] = remark or other dose. Unless noted, the call rests on the fitted dose curve; in most records, active means well fitted curve in the direction sought with a large enough effect; inconclusive means small, poorly fitted or top-dose-only effect, or another doubt; inactive means no such curve, though single readings can be large; an effect the other way counts as inactive or inconclusive.

Start of the listing, in advance (12 entries):
SMILES	IL2 activator	GLP1R ag	PTHR1 agonist	PLK1 PBD inh	EPAC1 agonist	EPAC1 antagonist	HEK293 tox	GLP-1R inv ag	PI5P4Ka inh
CCN1CCN(C(=O)C2CCN(S(=O)(=O)c3ccc4c(c3)NC(=O)C(C)S4)CC2)CC1 (configuration not stated)	-3.4	4%	1%	-5%	-1%	-24%	-2%	-5%	1
COCCCNC(=O)CCc1nc(-c2ccccc2)no1	-2.9	-4%	i	-7%	-4%	-3%	-3%	0%	.
CC[n+]1c(/C=C2\Sc3ccccc3N2C)ccc2cccc(C)c21	160*	-3%	-39%	2%	-14%	?	?	13µM*	0
CCN(CC)CCCNC(=O)c1[nH]c(C)c(C(=O)NC2CCCCC2)c1C	-1.9	-14%	i	-8%	-6%	6%	10%	-11%	3
Cc1ccc(C(=O)c2c3ccc([N+](=O)[O-])cc3[n+]([O-])n2CCC(N)=O)cc1	-0.1	3%	i	-9%	-3%	-9%	-6%	-23%	?
Cc1ncc([N+](=O)[O-])n1CC(=O)Nc1ccc(F)c(F)c1	0.3	5%	i	-7%	-6%	8%	5%	3%	3
CC(=O)Nc1cc(-c2cccc(F)c2)cn2c(-c3ccccc3)cnc12	-0.1	20%	i	-15%	-1%	1%	-3%	-22%	-2
CCN1CCN(CCOc2ccccc2OCc2ccccc2)CC1	0.3	0%	-23%	-12%	-8%	-19%	-9%	?	-1
C/C(=N/NC(=O)c1cccc(N2CCCC2=O)c1)c1ccncc1	-0.1	6%	i	-2%	5%	-22%	0%	-12%	-3
COc1cccc(C2CC(=O)Nc3cc4c(cc32)OCO4)c1OC(C)C (configuration not stated)	.	-4%	-29%	.	.	.	-22%	?	.
Cc1ccc(CNC(=O)C(=O)NCCC2CCCCN2S(=O)(=O)c2ccccc2)cc1 (configuration not stated)	-0.7	4%	-9%	-10%	34%	-26%	8%	?	8
CC(C)(C)OC(=O)N[C@H]1C=C[C@@H](OC(=O)CC(=O)OCC(F)(F)F)C1	2.3	0%	i	-1%	-13%	-12%	0%	6%	0

The list itself, previewed entries included:
SMILES	IL2 activator	GLP1R ag	PTHR1 agonist	PLK1 PBD inh	EPAC1 agonist	EPAC1 antagonist	HEK293 tox	GLP-1R inv ag	PI5P4Ka inh
CCN1CCN(C(=O)C2CCN(S(=O)(=O)c3ccc4c(c3)NC(=O)C(C)S4)CC2)CC1 (configuration not stated)	-3.4	4%	1%	-5%	-1%	-24%	-2%	-5%	1
COCCCNC(=O)CCc1nc(-c2ccccc2)no1	-2.9	-4%	i	-7%	-4%	-3%	-3%	0%	.
CC[n+]1c(/C=C2\Sc3ccccc3N2C)ccc2cccc(C)c21	160*	-3%	-39%	2%	-14%	?	?	13µM*	0
CCN(CC)CCCNC(=O)c1[nH]c(C)c(C(=O)NC2CCCCC2)c1C	-1.9	-14%	i	-8%	-6%	6%	10%	-11%	3
Cc1ccc(C(=O)c2c3ccc([N+](=O)[O-])cc3[n+]([O-])n2CCC(N)=O)cc1	-0.1	3%	i	-9%	-3%	-9%	-6%	-23%	?
Cc1ncc([N+](=O)[O-])n1CC(=O)Nc1ccc(F)c(F)c1	0.3	5%	i	-7%	-6%	8%	5%	3%	3
CC(=O)Nc1cc(-c2cccc(F)c2)cn2c(-c3ccccc3)cnc12	-0.1	20%	i	-15%	-1%	1%	-3%	-22%	-2
CCN1CCN(CCOc2ccccc2OCc2ccccc2)CC1	0.3	0%	-23%	-12%	-8%	-19%	-9%	?	-1
C/C(=N/NC(=O)c1cccc(N2CCCC2=O)c1)c1ccncc1	-0.1	6%	i	-2%	5%	-22%	0%	-12%	-3
COc1cccc(C2CC(=O)Nc3cc4c(cc32)OCO4)c1OC(C)C (configuration not stated)	.	-4%	-29%	.	.	.	-22%	?	.
Cc1ccc(CNC(=O)C(=O)NCCC2CCCCN2S(=O)(=O)c2ccccc2)cc1 (configuration not stated)	-0.7	4%	-9%	-10%	34%	-26%	8%	?	8
CC(C)(C)OC(=O)N[C@H]1C=C[C@@H](OC(=O)CC(=O)OCC(F)(F)F)C1	2.3	0%	i	-1%	-13%	-12%	0%	6%	0
CCn1ncc(C2=NOC(C(=O)NCc3ccc(Cl)cc3)C2)c1C (configuration not stated)	-1.1	-1%	i	-6%	-2%	-2%	-9%	-5%	.
O=C(CSc1nccc(=O)[nH]1)Nc1ccc(N2CCOCC2)cc1	-1.4	-9%	-9%	-7%	11%	-11%	-4%	3%	-16
Cc1ccc(C(=O)NC(Cc2cccc(F)c2)C(=O)O)cc1 (configuration not stated)	-0.5	-5%	-8%	-17%	3%	-2%	-4%	7%	5
CCc1ccc(N2NC(=O)/C(=C/C=C/c3ccco3)C2=O)cc1	-2.4	-4%	-10%	-14%	0%	-28%	-6%	-2%	?
Cc1ccc(C)c(N2CCN(C(=O)c3ccc(N4CCOCC4)c([N+](=O)[O-])c3)CC2)c1	1.6	20%	-23%	-14%	17%	-9%	-17%	?	1
CC(C)=CCC/C(C)=C/CNC(=O)C[C@H]1C[C@H](C(=O)N2CCCCC2)[C@@]2(CCc3ccccc3)c3[nH]c4cc(CCC(=O)N(C)C)ccc4c3CCN2C1=O	1.0	0%	i	-3%	-5%	6%	-4%	1%	5
CCOc1ccccc1C(=O)Nc1nnc(SCC(=O)Nc2cc(C)on2)s1	-1.0	-3%	i	-6%	-5%	-5%	10%[0.307 µM]	4%[0.307 µM]	-11
C=CCn1c(SCC(=O)N(CC)c2c(N)n(Cc3ccccc3)c(=O)[nH]c2=O)nnc1-c1ccccc1OC	-0.4	2%	-10%	3%	8%	-3%	-14%	0%	-2
COc1ccccc1NCCC(=O)OCC(=O)Nc1ccccc1Cl	1.3	-2%	-6%	-8%	13%	1%	8%	4%	8
Cc1occc1C(=O)N/N=C/C1=C(N2CCOCC2)C(=C/c2ccc(Cl)cc2Cl)/CC1	-2.1	0%	i	-1%	?	0%	-7%	0%	13
Cc1cc(N2CCN(C(=O)c3ccco3)CC2)nc(-c2ccccc2)n1	-0.4	-4%	-23%	-10%	-2%	-17%	4%	-17%	-10
CCCOc1ccc(CNC(=O)c2ccc3nc(N4CCOCC4)sc3c2)cc1	-0.7	10%	i	-7%	-19%	-5%	-3%	12%	-5
CCCCCCC=C1CCC(CN2CCCC2)C1=O (configuration not stated)	-0.7	1%	-11%	3.4µM*	-4%	-32%	6%	-13%	-29
Nc1cccc(-c2c[nH]c3ncc(-c4cccnc4)cc23)c1	-0.2	1%	5%	-11%	-8%	-12%	4%	54%[activator]	?
FC(F)Oc1ccc(NC(=S)NCc2cccnc2)cc1	-0.6	3%	i	-18%	8%	8%	-4%	-9%	9
Cc1ccc(CNC(=O)C2CCCN(S(=O)(=O)c3c(C)noc3C)C2)cc1 (configuration not stated)	1.8	-2%	i	2%	5%	-1%	3%	0%	.
Cc1ccc(S(=O)(=O)NCC(=O)N2CCc3ccccc3C2)cc1	1.9	2%	-23%	-4%	6%	-1%	0%	4%	4
Cc1cc(S(=O)(=O)N(Cc2ccc(C(C)(C)C)cc2)Cc2cccs2)ccc1-n1cnnn1	0.7	-3%	i	-14%	25%	-12%	-3%	-62%	6
CC1=CCC2C(=O)N(c3ccccc3OC(=O)c3ccccc3F)C(=O)C2C1 (configuration not stated)	-1.6	6%	i	-8%	5%	-4%	-3%	-3%	12
O=C(NCCCN1CCOCC1)c1ccc2nc(Cc3cccc(Cl)c3)oc2c1	0.0	2%	i	-5%	-2%	-25%	-2%	?	-1
COC(=O)C(CC(C)C)NC(=O)c1cccs1 (configuration not stated)	-0.2	8%	-24%	-11%	0%	34%[activator]	-4%[0.307 µM]	2%[0.307 µM]	0
COc1ccc(NC(=O)CN(C)C(=O)CN2C(=O)NC3(CCCCC3)C2=O)cc1	0.5	-1%	-17%	-9%	5%	-15%	1%	4%	-5
CC(=O)Nc1ccc(S(=O)(=O)N2CCNC(=O)CC2)cc1	-0.3	-7%	i	-4%	1%	3%	-7%	0%	0
N#C/C(=C\c1ccc(O)c(O)c1)C(=O)Nc1ccccc1	0.2	17%	-16%	5%	-17%	-23%	-14%	9%	-22
C/C(N)=C(/C#N)C(=O)COC(=O)CNS(=O)(=O)c1ccc2ccccc2c1	-0.4	7%	i	-6%	3%	0%	4%	2%	4
Oc1nc(Nc2ccccc2)sc1/C=C1\C=Nc2ccccc21	1.3	-5%	-79%[inhibitor]	-1%	-12%	16%	?	-19%	?
CSc1nc(C)c2c(n1)N(c1ccc(C(F)(F)F)cc1)CC2	1.1	-9%	-14%[57.5 µM]	1%	1%	9%	-2%	4%	-6
O=C(O)c1ccc(CSCc2ccccc2Cl)o1	-0.2	-7%	i	21µM*	-3%	4%	-1%	-1%	-17
COCCCN(C(=O)c1cc(Cl)nc2ccccc12)c1c(N)n(Cc2ccccc2)c(=O)[nH]c1=O	-3.9	-7%	i	-9%	4%	13%	15%	2%	-6
COCCNC(=O)CCCCCNS(=O)(=O)c1ccc(C)cc1	0.0	-5%	i	-8%	1%	10%	4%	0%	-1
CCc1ccccc1NC(=S)Nc1cc(OC)c(NC(=O)C(C)C)cc1OC	-0.4	16%	i	-9%	7%	-4%	1%	-4%	1
COc1cc2ccnc(C=NO)c2cc1OC	-0.4	-3%	-8%	-7%	-3%	-11%	5%	5%	7
N#Cc1ccc(C(=O)CSc2n[nH]c(=O)n2-c2cccnc2)cc1	-3.6	4%	?	-24%	-4%	?	4%	3%	0
CCOc1ccccc1C(=O)N/N=C/c1coc2ccc(C)cc2c1=O	-0.5	-1%	i	-13%	-11%	-6%	-15%	-6%	-22

From PubChem BioAssay

Some of the compounds tested; rates above refer to the full screens.
